From PubChem
KKLEB cytotox: reduces viability of KKLEB cystic fibrosis airway cells. KKLEB CF airway cells viability, ATPlite luminescence, overnight; active compounds read low; cells stimulated with P. aeruginosa culture filtrate. activity change (cytotoxicity), % at 5 µM. 360,000 compounds, 0.36% hits. AID 602141;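 active = corrected activity change at or below -50% at 5 µM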
HIF-2a inh: inhibitors of HIF-2a; 360,000 compounds, 0.72% hits; 786-0 RCC cells HIF-2a reporter, luciferase luminescence, overnight; inhibition, % at 18.8 µM; AID 624352;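 active = inhibition of the luminescence signal of 40% or more relative to plate controls, in a single-dose primary screen at 18.75 µM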
NR2E3 ag-1: NR2E3 (human) agonism | Q9Y5X4 | GST-NR2E3/biotin-RetCOR TR-FRET, 1536-well | inhibition of corepressor binding, % at 4.78 µM | 320,000 compounds, 0.12% hits | AID 2300;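 active = percent inhibition above the cutoff of mean plus 3 SD of all tested compounds, set per screening campaign, cut at about 20% in these data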;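 also: 0% = DMSO wells and 100% = biotin wells as full block of FRET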
Target sequence (Q9Y5X4 whole entry, looked up): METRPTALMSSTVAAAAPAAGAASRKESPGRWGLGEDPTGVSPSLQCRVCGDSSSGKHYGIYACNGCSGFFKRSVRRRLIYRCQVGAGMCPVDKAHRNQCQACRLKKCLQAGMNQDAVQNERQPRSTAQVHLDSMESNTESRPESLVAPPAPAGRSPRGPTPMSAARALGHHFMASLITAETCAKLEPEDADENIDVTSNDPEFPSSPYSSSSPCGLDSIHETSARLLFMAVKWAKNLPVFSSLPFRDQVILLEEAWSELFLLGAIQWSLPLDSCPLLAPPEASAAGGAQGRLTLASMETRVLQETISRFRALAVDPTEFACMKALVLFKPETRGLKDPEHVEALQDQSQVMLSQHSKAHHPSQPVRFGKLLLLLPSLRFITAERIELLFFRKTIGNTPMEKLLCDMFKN
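Test system – NR2E3–RetCOR corepressor complex · Quantity – NR2E3 fusion 1.35 nM · Buffer or medium – Tris pH 7.5 · Incubation – Compound–protein incubation for 5 h at 4 °C · Technique – TR-FRET, Eu(K)-anti-GST donor, streptavidin-D2 acceptor, ex 340, em 617/671 nm · Evaluation – percent inhibition of 671/617 nm emission ratio versus biotin and DMSO controls · Plate – 1536-well format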
LMP1 NFkB inh: Epstein-Barr LMP1 NF-kappaB reporter inhibition; LMP1-induced NF-kappaB luciferase reporter cells, luminescence; inhibition, % at 12.5 µM; 350,000 compounds, 0.69% hits; in the data active = inhibition above about 41%;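 also: 0% = neutral control wells and 100% = reference inhibitor control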
TRPM1 prom inh: reduces MITF-dependent TRPM1 promoter luciferase signal; SK-MEL-5 TRPM1 promoter luciferase, 24 h; inhibition, % at 12.5 µM; 330,000 compounds, 0.83% hits; AID 488899;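 active = mean inhibition across replicates of 60% or more, whatever share of single replicates reaches that level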; also: values of inactives mirror those of a sister screen read the other way
NR2E3 ag-2: agonists of human NR2E3 nuclear receptor. inhibition of corepressor binding, % at 3.98 µM. Q9Y5X4. CHO-S Gal4-NCOR/VP16-NR2E3 two-hybrid, luciferase. 360,000 compounds, 0.35% hits. AID 602229;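 active = inhibition above the mean of all tested compounds plus 3 SD, cut at about 70% in these data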;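 also: 0% = DMSO with NR2E3 transfected cells and 100% = cells lacking NR2E3 construct; higher means lower luciferase signal from less NR2E3 corepressor binding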
Shn3 inh set2: Schnurri-3 reporter inhibition in Clone20 osteoblasts | Clone20 osteoblast Shn3 3'UTR firefly luciferase, 24 h | inhibition, % at 12.5 µM | 360,000 compounds, 0.52% hits;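 active = mean inhibition of at least 75% with every replicate also reaching 75%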;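 also: 0% = median of neutral control wells and 100% = pilot-screen positive control compound; some compounds past the cut are filed as inactive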
Peg3 prom inh: reduces Peg3 promoter-driven luciferase expression in HeLa; HeLa PEG-Prom luciferase reporter, luminescence, overnight; inhibition, % at 20 µM; 360,000 compounds, 1.7% hits;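 active = inhibition of at least 50% at 20 µM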
CF NFkB block: cystic fibrosis NF-kB activation inhibition | KKLEB NF-kB-GFP reporter, PAF-induced, GFP fluorescence overnight | AID 588850 | 360,000 compounds, 0.86% hits | inhibition, % at 5 µM;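 active = at least 50% inhibition at 5 µM, scaled per plate between neutral and stimulator controls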;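 also: PAF is a Pseudomonas aeruginosa culture filtrate used as stimulus; plate controls were PAF-stimulated DMSO wells for no effect and unstimulated DMSO wells for full effect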
TRAIL sens C8: caspase-8 TRAIL sensitization | NB7+C8 cells + TRAIL, ATPlite viability luminescence | inhibition (viability loss, TRAIL sensitization), % at 10 µM | 360,000 compounds, 1% hits;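 active = compounds causing at least 50% loss of cell viability in the single-dose screen, relative to plate controls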
hiPSC survival: enhancers of human iPSC single-cell survival | hiPSC single-cell survival, ATPlite luminescence; 100% = ROCK inhibitor wells, 0% = DMSO | survival enhancement, % at 20 µM | 360,000 compounds, 0.044% hits; in the data active = survival enhancement above about 18%;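 also: cells exposed to compounds for 16 hours before the ATP read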
* marks the source's active call; other numbers are inactive results; · = no result given.

SMILES	KKLEB cytotox	HIF-2a inh	NR2E3 ag-1	LMP1 NFkB inh	TRPM1 prom inh	NR2E3 ag-2	Shn3 inh set2	Peg3 prom inh	CF NFkB block	TRAIL sens C8	hiPSC survival
CCNc1nc(NCC)n2c(SCC(=O)Nc3ccc(OC)c(OC)c3)nnc2n1	18	1	3	-1	-5	-5	1	-5	-16	-2	-0.3
CCC(=O)N1CCCC(C)(C(=O)Nc2nccc3cccnc23)C1 (configuration not stated)	4	14	·	·	·	11	-6	11	-14	-7	-2.9
COc1ccc2c(c1OC)C(=O)N(c1ncn[nH]1)C2	-1	3	0	-8	-6	5	3	-1	7	-12	1.5
S=C(NCCCc1cnc[nH]1)NCCCN(Cc1ccc(Cl)c(Cl)c1)c1ccc(Br)cn1	-12	-14	·	·	·	-18	17	98*	2	30	-2.4
O=c1[nH]nc(Cc2ccc(Cl)cc2)c2ccccc12	-7	-8	3	8	-7	-19	-1	-13	6	-9	12
CCC1(CC)NC(=O)N(CC(=O)OC(C)C(=O)Nc2ccccc2OC)C1=O (configuration not stated)	6	-1	-4	-2	4	-5	0	-11	8	-18	-0.3
O=C1Nc2cc3c(cc2Sc2ccccc21)OCCO3	-15	17	0	7	6	13	-10	10	13	-4	0.0
Cc1ccc(CC2(C)C(=O)Nc3c(Cl)cccc32)cc1 (configuration not stated)	-11	2	·	·	·	-1	-3	0	13	-23	1.7
Cc1ccccc1-n1c(=O)cc(NCC2CCCO2)[nH]c1=O (configuration not stated)	-10	2	2	0	1	-25	51	2	-6	14	1.6
NC(=O)C1CCN(C(=O)COc2ccc(S(=O)(=O)NCc3ccccc3)cc2Cl)CC1	6	20	3	16	0	-24	-3	10	-2	-8	-0.4
Cc1c(OC(=O)CNC(=O)OC(C)(C)C)ccc2c3c(c(=O)oc12)CCC3	11	2	1	2	-8	18	23	-8	21	13	7.3
O=C(Nc1ccc(Cl)c(Cl)c1)Nn1cnnc1	2	8	·	0	-2	-3	-7	6	-1	0	-0.7
O=C(c1cccc(S(=O)(=O)Nc2ccc(F)cc2)c1)N1CCOCC1	-1	13	2	0	·	-6	8	13	9	-6	-0.5
Cc1csc2c(=O)n3c(nc12)CCCCC3	8	8	-5	0	-12	10	-4	2	0	13	5.1
CC(C)C1C(C#N)=C(N)Oc2n[nH]c(-c3ccccc3)c21 (configuration not stated)	-5	20	1	-4	10	-17	4	11	6	4	-2.4
CCn1c(SCC(N)=O)nc2sc3c(c2c1=O)CCCC3	-3	12	4	4	-23	-9	5	13	2	20	1.3
Cc1ccc(CNC(=O)c2nn(C)c(C)c2[N+](=O)[O-])cc1	1	12	4	0	-3	2	1	2	13	-5	-1.1
COc1ccc(Cl)cc1NC(=O)Nc1ccc(C(=O)N2CCOCC2)cc1	3	-30	3	11	0	30	15	-11	17	24	0.7
Cc1c(NC(=O)C2CCN(S(=O)(=O)c3ccc(Cl)cc3)CC2)c(=O)n(-c2ccccc2)n1C	15	10	1	10	3	-6	-5	10	2	-12	-2.3
CCOc1ccc(S(=O)(=O)Nc2ccc(C(=O)NCC(c3ccc(OC)cc3)N3CCOCC3)cc2)cc1 (configuration not stated)	-7	1	·	-1	9	0	-7	4	-4	11	0.0
COc1cc(OC)cc(-c2c(C#Cc3ccsc3)c3cc(-c4ccc5c(c4)OCO5)ccc3n2C)c1	13	10	·	4	1	-26	25	-15	7	15	-1.1
COc1ccccc1C(=O)NCCC(=O)NCCOc1ccc(C)cc1	-12	16	·	-1	·	-17	-9	16	-2	20	-2.5
COc1ccccc1OCCSc1nnnn1-c1ccc(C)cc1	-8	-217	1	-18	-18	-30	-27	-230	10	5	0.4
COCCCNC(=O)c1ccccc1N(Cc1ccccc1)S(=O)(=O)c1ccc(OC)cc1	6	15	-4	-3	5	-25	-4	33	-1	6	4.8
Cc1ccc(P(=O)(CC(=O)O)c2ccc(C)cc2)cc1	3	13	2	-2	-5	-19	-15	17	11	7	1.5
O=C(CN1C(=O)NC2(CCCCCCC2)C1=O)NCc1ccc(F)cc1	2	-1	·	1	7	-6	2	6	3	8	-0.5
COC(=O)[C@@]1(Cc2ccc(OC)cc2)[C@H]2c3cc(C(=O)N(C)C)n(Cc4c(CO)[nH]cc(C)c4=O)c3C[C@H]2CN1C(=O)c1ccccc1	-11	11	-1	0	-8	-11	-6	-2	7	-7	-2.3
COc1ccc(/C=N/NC(=O)CO/N=C(\C)c2cccs2)cc1	-3	-19	0	1	5	0	-13	-16	-5	0	4.4
O=C1CSC(=Nc2cccc(Cl)c2Cl)N1Cc1cccnc1	0	5	0	1	7	-5	1	15	-6	10	0.1
Cc1ccc(C)c(Nc2nc3ccccc3n3cnnc23)c1	-6	9	-4	8	7	-3	8	2	15	-2	0.6
CCCCn1c(O)c(N=Nc2ccccc2O)c2ccccc21	-7	-9	2	0	18	-8	-16	4	-26	-9	-3.2
CC1CCN(C(=O)c2[nH]cnc2C(=O)N(C)Cc2ccccc2)CC1	-6	3	2	4	-17	7	-7	9	10	-14	-1.1
CCCN(C(=O)c1cn(-c2ccccc2)nc1-c1ccc(OC)cc1)C1CCS(=O)(=O)C1 (configuration not stated)	11	-12	0	-2	5	3	-13	-15	1	-7	-0.6
C=CCN(c1ccccc1Cl)S(=O)(=O)c1cccc(C(=O)NCCc2ccc(OC)cc2)c1	-2	24	6	-5	2	6	29	49	-2	1	-2.6
CC(C)CN(C(=O)Cn1c(Cl)nc2c1c(=O)n(C)c(=O)n2C)C1CCS(=O)(=O)C1 (configuration not stated)	-1	12	-1	-24	-74	-13	-4	5	-4	-5	-0.4
Clc1cccc(CSc2nnc(-c3ccccn3)n2Cc2ccco2)c1	-21	22	3	12	7	-28	16	20	-2	15	-0.3
Cc1c(/C(O)=C2/C(=O)C(=O)N(CCN3CCOCC3)C2c2cccs2)cnn1-c1ccccc1 (configuration not stated)	6	-44	6	-5	-44	16	-23	-193	7	5	-4.5
CC(C)NC(=O)CN(CCc1ccccc1)S(C)(=O)=O	11	-5	2	4	4	-5	-20	0	-7	-2	2.0
CCOc1ccc(NC(=O)CCCCCN2C(=O)[C@@H]3Cc4ccccc4CN3C2=O)cc1	5	-8	1	-5	-1	-15	26	5	-14	9	-0.4
O=C(c1cccc(Cl)c1)N(Cc1ccco1)C1CCS(=O)(=O)C1 (configuration not stated)	-8	2	1	-7	-3	5	5	18	1	11	-2.5
COc1ccc(-c2cc(-c3nnc(-c4ccncc4)o3)c3ccccc3n2)cc1	-6	-37	1	15	-10	-2	-2	-16	-6	9	0.4
CCN1C(=O)[C@H]2[C@@H](c3ccc(OC)cc3)N[C@]3(CCCN(Cc4ccc(C)cc4)C3=O)[C@H]2C1=O	10	0	·	0	·	-6	0	-1	-6	-3	4.5
COc1ccc(-c2cccc(C(=O)NCC(=O)O)c2)cc1	1	-133	3	6	-4	-74	-3	-72	-10	6	-1.3
CC1CN(c2ccc([N+](=O)[O-])c(NCCOc3ccccc3)c2)CC(C)N1 (configuration not stated)	-1	-6	0	-5	3	17	-3	29	11	4	-0.3
O=C(Nc1ccc(C2=CN(Cc3ccccc3)CCC2=O)cc1)OCc1ccccc1	-3	-1	·	4	1	-33	8	-1	4	7	-2.2
CCOc1ccc(NC(=O)CSc2nnnn2CC(=O)O)cc1	-2	9	3	0	5	10	0	14	4	7	6.7
COc1ccc(C(C)(C)C)cc1NC(=O)c1ccc[n+]([O-])c1	-4	6	5	3	7	-2	-8	5	13	8	-0.4
O=C(CCN1C(=O)/C(=C/c2ccccc2Cl)SC1=S)Nc1cccnc1	1	-19	0	-6	-7	-2	-3	-29	-34	13	0.2
COc1ccc2ccccc2c1CN1CCN(C(=O)c2ccccc2)CC1	-7	4	3	8	5	9	-1	20	1	-2	-0.6
CC1(C)CC(NC(=O)COc2ccc3ccc(=O)oc3c2)CC(C)(C)N1	4	6	-1	-4	-2	-30	-30	-6	8	16	-0.5
COc1ccc(NC(=O)NCc2ccccn2)cc1	16	-34	0	10	3	-46	0	-20	1	-9	-1.2
CCN(CC)CCCNc1oc(-c2ccccc2[N+](=O)[O-])nc1C#N	-13	0	4	2	8	10	-7	18	-3	-17	-0.5
Cc1cccc(N2CCN(C(=O)CN3C(=O)NC(C)(C4CC4)C3=O)CC2)c1C (configuration not stated)	18	-97	·	-5	-42	-18	-5	-79	15	-9	-0.4
COc1cccc(CNC(=O)c2ccc(CS(=O)(=O)Cc3ccc(C)cc3)o2)c1	4	8	3	-4	-1	8	-12	-1	-8	6	-0.5
O=C(Cc1ccccc1F)Nc1cccc(S(=O)(=O)N2CCCCC2)c1	2	9	·	-2	·	-12	34	-2	1	-9	0.7
CC1CCCN(c2ccc(C(=O)Nc3cccnc3)cc2[N+](=O)[O-])C1 (configuration not stated)	3	-188	-2	-21	-36	-18	-28	-112	-14	7	0.1
Cc1sc(NC(=O)CCS(=O)(=O)c2ccccc2)c(C#N)c1C	-6	-9	0	1	-5	12	-9	13	19	-18	-0.5
CCOC(=O)C(=O)c1csc(NC(=O)CCSc2ccc(C)cc2)n1	7	3	-6	-6	3	0	7	-8	-12	-1	-1.6
O=C(CCS(=O)(=O)c1ccc(Br)cc1)NCCC1=CCCCC1	-3	14	0	-2	-15	-5	-13	0	6	7	0.3
O=C(Cn1c(=O)oc2ccccc21)Nc1ccc2c(c1)OCCO2	7	-18	-2	3	-4	3	-10	15	-7	-3	-1.2

Next section
SMILES	KKLEB cytotox	HIF-2a inh	NR2E3 ag-1	LMP1 NFkB inh	TRPM1 prom inh	NR2E3 ag-2	Shn3 inh set2	Peg3 prom inh	CF NFkB block	TRAIL sens C8	hiPSC survival
O=C(OCC(=O)c1ccc[nH]1)c1ccccc1	-3	-41	-2	-19	-62	-77	-30	-217	-7	1	-0.2
COCCNC(=S)NN=C1CCC(c2ccccc2)CC1 (configuration not stated)	-10	5	2	2	14	-4	-14	13	-12	-7	-0.4
O=c1c2ccccc2c2ccccc2c(=O)n1CC1CCCO1 (configuration not stated)	-8	-1	-2	8	5	-2	8	5	15	-3	-0.8
O=C(CN1CCOCC1)N1CCc2ccccc2C(c2ccccc2)C1 (configuration not stated)	6	11	3	4	-7	-13	17	3	0	-6	6.0

These rows are one share of the data; count on the stated rates, not on these rows.
